Source: PubChem
NOD2-RIPK2 inh: blocks binding of human NOD2 to RIPK2 | 360,000 compounds, 0.38% hits | CHO BLA complementation NOD2-RIPK2, CCF4 ratio | inhibition, % at 4.98 µM | O43353 | AID 624267; in the data active = inhibition above about 21%;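 also: 0% = vehicle only and 100% = reference blocker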
Vif imaging: HIV Vif inhibition; 340,000 compounds, 0.35% hits; inhibition, % at 7.49 µM; HEK293T cells, Vif self-association by quenched fluorescence, imaging, 24 h; in the data active = inhibition above about 50%, passing the limit was not always enough; also: some results filed as inactive read as strong as hits
ABHD5 PLIN5 PPI: inhibitors of human ABHD5-perilipin-5 interaction. Split G. princeps luciferase complementation, luminescence, 4 h. inhibition, % at 4 µM. 360,000 compounds, 0.78% hits. AID 602281;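 active = inhibition above the mean inhibition across every tested compound plus 3 SD, cut at about 22% in these data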;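 also: 0% = DMSO only wells and the 100% control is not disclosed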
Target sequence (Q00G26 whole entry, looked up): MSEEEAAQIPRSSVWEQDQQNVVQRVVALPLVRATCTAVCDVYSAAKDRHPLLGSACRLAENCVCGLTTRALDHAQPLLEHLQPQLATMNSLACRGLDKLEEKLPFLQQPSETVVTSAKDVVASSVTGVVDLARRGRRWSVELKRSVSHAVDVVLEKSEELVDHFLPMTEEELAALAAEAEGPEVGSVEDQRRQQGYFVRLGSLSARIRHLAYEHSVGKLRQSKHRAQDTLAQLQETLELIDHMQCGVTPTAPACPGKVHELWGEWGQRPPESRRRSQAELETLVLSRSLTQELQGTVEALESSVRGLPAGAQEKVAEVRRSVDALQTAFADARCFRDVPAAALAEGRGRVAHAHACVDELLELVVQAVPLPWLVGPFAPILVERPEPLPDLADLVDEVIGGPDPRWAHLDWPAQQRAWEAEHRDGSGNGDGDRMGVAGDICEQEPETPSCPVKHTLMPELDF
Target sequence (Q8WTS1 whole entry, looked up): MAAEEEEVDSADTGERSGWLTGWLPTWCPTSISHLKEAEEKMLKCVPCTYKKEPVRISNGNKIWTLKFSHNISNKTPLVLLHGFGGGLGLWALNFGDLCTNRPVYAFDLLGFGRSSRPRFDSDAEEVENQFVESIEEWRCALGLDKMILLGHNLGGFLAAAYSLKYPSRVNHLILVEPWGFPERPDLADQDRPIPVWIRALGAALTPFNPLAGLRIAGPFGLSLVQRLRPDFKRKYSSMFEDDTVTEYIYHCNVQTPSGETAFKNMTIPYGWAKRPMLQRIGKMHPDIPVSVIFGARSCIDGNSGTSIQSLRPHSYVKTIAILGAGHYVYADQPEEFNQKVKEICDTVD
N-glyco inh: N-linked glycosylation inhibition | reporter increase, % at 12.5 µM | D54 ERlucT glycosylation luciferase reporter, 24 h; percent of 100 nM tunicamycin response | 360,000 compounds, 0.23% hits;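 active = mean luciferase reporter signal, scaled so untreated is 0 and the glycosylation-blocking control 100, at or above a set limit in every replicate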;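 also: luciferase carries N-glycosylation sites so blocking glycosylation raises the light; 0% = median of neutral control wells and 100% = median of 100 nM tunicamycin wells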
aDG glyco up: increases alpha dystroglycan glycosylation; 360,000 compounds, 0.22% hits; Pro5-aDG cells, alpha-DG glycosylation AlphaScreen (IIH6); 0% Pro5, 100% B10-LARGE cell signal; AID 624168; activation, % at 10 µM;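 active = activation of at least 8% versus controls, or a plate z-score of at least 8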;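 also: Pro5 are CHO cells carrying HIG-tagged alpha-DG that lacks glycosylation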
MC4R ag barr: activates human MC4R beta-arrestin recruitment | P32245 | U2OS MC4R beta-arrestin complementation, luminescence; percent of melanotan II response, DMSO zero | activation, % at 8.9 µM | 360,000 compounds, 0.98% hits;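 active = activation above a per-plate cutoff, the mean activation of sample wells on that plate plus 3 SD, cut at about 8% in these data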
ABCB6 inh 2: blocks the human ABCB6 transporter. Q9NP58. K562-ABCB6 porphyrin accumulation, flow cytometry, 1 h; stronger effect = lower value. fluorescence ratio to DMSO, % at 10 µM. 360,000 compounds, 0.19% hits. AID 602162;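 active = fluorescence ratio to DMSO below 75%, the collection mean minus 3 SD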;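 also: signal is porphyrin accumulated inside mitochondria; 100% equals median channel fluorescence of DMSO control wells; lower ratio means ABCB6 inhibition with less porphyrin fluorescence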
Granule exo inh: blocks lytic granule exocytosis | inhibition, % at 10 µM | TALL-104 LAMP-1 surface exposure, flow cytometry; cells stimulated with thapsigargin and PMA | 360,000 compounds, 0.66% hits;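 active = inhibition above about 55%, limit read from the data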
MC4R antag cAMP: blocks human MC4R cAMP signaling | inhibition, % at 6.5 µM | 360,000 compounds, 0.48% hits | AID 540295 | P32245 | MC4R-expressing cells, MTII-stimulated cAMP, LANCE TR-FRET;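 active = inhibition above its plate's cutoff, the mean of tested wells on that plate plus 3 SD, cut at about 29% in these data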;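 also: 0% = Melanotan II alone and 100% = Melanotan II plus saturating MCL0020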
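system = U2OS cells with stable human MC4R expression | also added = Melanotan II challenge after compound preincubation | dosing = one concentration, 6.5 µM nominal | incubation = compound 30 min, challenge 1 h, detection 1 h | measured by = TR-FRET with Eu-cAMP and labeled anti-cAMP, 671 nm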
TLR9-MyD88 inh: blocks human TLR9 binding to MyD88. Q9NR96+Q99836. CHO BLA complementation TLR9-MyD88, CCF4 FRET ratio. inhibition, % at 4.98 µM. 340,000 compounds, 0.21% hits;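 active = inhibition above the mean over all tested compounds plus 3 SD, cut at about 21% in these data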;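 also: 0% = DMSO only wells and 100% = clavulanate BLA inhibitor control wells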
* marks the source's active call; other numbers are inactive results; · = not tested or not shown. This is a subset; count on the stated rates, not on these rows.

Values run as follows: NOD2-RIPK2 inh	Vif imaging	ABHD5 PLIN5 PPI	N-glyco inh	aDG glyco up	MC4R ag barr	ABCB6 inh 2	Granule exo inh	MC4R antag cAMP	TLR9-MyD88 inh
COc1ccc(/C=C/C(=O)N(C)C2(C)CCS(=O)(=O)C2)cc1 (configuration not stated)
  -6	-5	-5	2	0.1	-1.8	100	2	13	-13
COc1ccc(NC(=O)Nc2ccc3c(c2)N(C)C(=O)CS3)cc1OC
  7	7	-2	9	-0.2	-1.3	99	4	16	1
COc1ccccc1Cc1c(-c2ccc(C)cc2)nc2c(C)cc(Br)cn12
  6	·	-8	3	-0.3	·	101	-1	·	·
CNC(=S)NNc1nc(C)cc(C)n1
  -6	-3	1	1	-0.2	-1.6	96	-3	8	1
CC1CCCN(CCCNS(=O)(=O)c2cc(Br)cc3c2N(C(=O)C2CC2)CC3)C1 (configuration not stated)
  -3	0	6	5	-0.1	0.7	101	9	15	-8
O=C1c2ccccc2C(=O)N1CCCc1nc(-c2ccc(Cl)cc2)no1
  -8	·	8	0	0.4	-0.2	95	-2	-7	2
COc1ccc(S(=O)(=O)N(CC(=O)N/N=C/c2ccc(C(=O)O)cc2)Cc2ccccc2)cc1OC
  -21	5	1	1	0.2	1.6	99	-4	25	2
CCN1C(=O)[C@H]2[C@@H](c3ccc(-c4ccc(C(C)=O)cc4)c(OC)c3)N3CCCC[C@@]3(C(=O)OC)[C@H]2C1=O
  -8	-3	1	-8	0.4	0.9	103	-5	6	1
CC(=O)N1CCc2c(sc(NC(=O)CN3C(=O)CCC3=O)c2C(N)=O)C1
  -10	6	-4	1	0.5	-0.6	95	0	-1	-2
C/C(CC(=O)Nc1c(Cl)cccc1C(F)(F)F)=N\NC(=O)c1cnccn1
  -18	-11	-5	1	0.0	0.0	95	2	20	-1
Cc1cc(=S)nc(-c2ccccn2)[nH]1
  -12	12	-1	3	0.2	1.2	89	-6	0	8
N#Cc1cn(-c2ccccc2)nc1C(=O)c1ccccc1
  4	4	-2	14	-0.2	0.3	106	-2	-7	-5
CN(C(=O)c1ccc(N2CCCCC2)c([N+](=O)[O-])c1)C1(C)CCS(=O)(=O)C1 (configuration not stated)
  -7	-3	14	1	-0.3	-1.5	96	-6	-3	7
COc1cc(OC)c(C(=O)/C=C/c2ccccc2)c(O)c1O
  -2	-3	39*	5	0.1	-1.6	95	-1	-13	-5
O=C(Oc1ccc(/C=N/Nc2nc(N3CCCCC3)nc(N3CCCCC3)n2)cc1)c1ccco1
  -3	-3	2	2	1.0	-0.7	101	-2	2	3
O=C(CCCC(=O)OCC(=O)NC1CCCC1)Nc1ccccn1
  -10	2	6	2	0.2	1.7	106	-5	-2	-3
Cc1cc(N2CCN(C(c3ccccc3)c3ccc(Cl)cc3)CC2)n2ncnc2n1 (configuration not stated)
  4	6	5	1	-0.1	0.0	101	-7	2	0
COc1ccc(OC)c2[nH]c(=O)c(CCNC(=O)c3ccc(S(=O)(=O)N4CCCC4)cc3)cc12
  -17	-1	14	1	0.1	0.9	101	0	1	2
Cc1cc(SCc2cc(=O)[nH]c3ccccc23)nc2ccccc12
  0	-7	4	-1	0.3	12*	94	-2	-3	-3
O=C(NNC1=Nc2ccccc2SC1)c1ccc(F)cc1
  -2	-8	4	17	-0.3	0.9	92	0	4	2
Cc1ccc(C(C)C)c(OCC(=O)Nc2sc3c(c2C#N)CC(C)(C)NC3(C)C)c1
  -7	3	3	-3	0.1	3.6	97	29	1	-8
O=C(C1CC(=O)N(c2ccccc2)C1)N1CCN(c2ccc(F)cc2)CC1 (configuration not stated)
  5	8	2	0	0.0	0.1	98	4	1	-7
Cc1c(Nc2scc(-c3ccccc3)[n+]2-c2ccccc2)c(=O)n(-c2ccccc2)n1C
  -1	-1	-15	7	-0.2	-1.8	97	-1	4	1
COc1ccccc1N(CC(O)CN(c1ccccc1)S(C)(=O)=O)S(=O)(=O)c1ccccc1 (configuration not stated)
  -9	7	5	-1	-0.1	1.2	94	1	-3	-4
COc1ccc(S(=O)(=O)N(C)C2(C)CCS(=O)(=O)C2)cc1OC (configuration not stated)
  -10	-10	-6	0	-0.1	-1.6	99	4	8	2
CCCNC(=O)C1(C)CCCN(Cc2c3ccccc3nn2C)C1 (configuration not stated)
  1	-9	5	0	-0.2	-0.7	100	7	-2	·
COc1ccc(CCN(C)C(=O)Cc2ccc(-c3ccccc3)cc2)cc1OC
  -2	-36	10	-5	0.9	-0.6	90	-12	3	7
Fc1cccc(F)c1/C=N/N1CCOCC1
  -8	3	0	0	0.0	-2.2	98	-1	5	-9
CCC1CCCCN1S(=O)(=O)c1ccc(NC(=O)c2cccnc2)cc1 (configuration not stated)
  -9	-12	7	1	-0.4	-1.5	99	-7	19	7
COc1ccc(NC(=O)NN(C(=O)c2ccccc2)C(C)(C)C)cc1
  -3	-2	2	1	-0.2	-2.6	101	1	8	0

Whole records from above. Screens in order: NOD2-RIPK2 inh	Vif imaging	ABHD5 PLIN5 PPI	N-glyco inh	aDG glyco up	MC4R ag barr	ABCB6 inh 2	Granule exo inh	MC4R antag cAMP	TLR9-MyD88 inh
`Fc1cccc(F)c1/C=N/N1CCOCC1` as listed: -8	3	0	0	0.0	-2.2	98	-1	5	-9
`Cc1cc(SCc2cc(=O)[nH]c3ccccc23)nc2ccccc12` as listed: 0	-7	4	-1	0.3	12*	94	-2	-3	-3

Other structures
Values run as follows: NOD2-RIPK2 inh	Vif imaging	ABHD5 PLIN5 PPI	N-glyco inh	aDG glyco up	MC4R ag barr	ABCB6 inh 2	Granule exo inh	MC4R antag cAMP	TLR9-MyD88 inh
COc1ccc(CCN2C(=O)C3C4CC(C5C(C(=O)N/N=C\c6ccc(Cl)cc6)=NOC45)C3C2=O)cc1OC (configuration not stated)
  10	2	-4	4	-0.3	-1.6	97	-1	3	5
CC(C)(C)C(=O)NC1CCN(C(=O)N2CCCC2)CC1
  -23	39	0	0	0.1	-1.7	93	1	3	6
O=C(NN=C1c2ccccc2-c2ccccc21)c1ccccc1Br
  -2	1	-9	1	-0.2	4.7	97	-1	5	-4
Cn1c(SCC(=O)Nc2ccc3cn[nH]c3c2)nnc1-c1cnccn1
  0	·	-6	6	-0.2	-2.0	96	-2	8	-8
COc1ccccc1CNC(=O)COC(=O)Cn1cnc2ccccc21
  3	-3	-5	-2	-0.2	-1.1	84	-2	5	-3
O=C(NN=C1CCCCC1)Nc1ccccc1Cl
  -6	5	-6	1	0.0	1.5	95	17	-5	-4
CCCCn1c(-c2csc3c2CCC(C)C3)n[nH]c1=S (configuration not stated)
  3	-25	-11	0	0.4	-0.6	94	-2	4	-12
Clc1ccc(CSc2ccc(-c3ccccn3)nn2)cc1
  1	-5	-5	-6	0.5	6.2	98	-1	18	-4
Cc1ccc2nc(N(CCCN(C)C)C(=O)c3ccc(S(=O)(=O)N4CCOCC4)cc3)sc2c1
  2	4	10	-3	0.0	-0.8	94	-2	6	2
CCC1(CC)Cc2ccccc2C(C2=C(O)CC(C)(C)CC2=O)=N1
  3	4	-3	13	-0.2	-1.3	94	0	2	3
Cc1ccsc1C(=O)OCC(=O)c1ccc[nH]1
  -5	13	7	0	-0.1	-1.7	102	4	-9	6
CNCc1c(C)nn(-c2ccccc2)c1C
  -5	1	-5	1	-0.1	-3.4	95	0	-1	-10
CC(=O)c1ccc(NC(=O)N2CCCC(C(=O)c3ccc4c(c3)OCO4)C2)cc1 (configuration not stated)
  -8	6	10	2	0.1	1.9	100	-3	-3	-3
N=c1c(S(=O)(=O)c2ccc(Br)cc2)cc2c(=O)n3ccccc3nc2n1Cc1ccco1
  17	10	34*	-3	0.1	-4.8	97	0	-10	-44
CCn1nnnc1-c1ccc(OC)c(S(=O)(=O)Nc2ccc(OC)cc2)c1
  11	3	3	-2	-0.1	-0.4	101	2	15	3
CC(C)N(C(=O)CSc1nnc(NC(=O)Cc2cccs2)s1)C(C)C
  -8	-1	-2	-1	-0.4	-2.8	101	-2	1	3
CC1(C(=O)NS(=O)(=O)C2CC2)CCN(C(=O)c2ccc(F)cc2Cl)C1 (configuration not stated)
  -14	-2	1	0	0.1	-0.1	97	-2	-2	·
Cc1cc(C)c(C#N)c(N2CCSCC2)n1
  -7	9	2	0	-0.3	-0.2	98	2	1	4
O=C(Nc1nsc(-c2ccccc2)n1)c1ccncc1
  4	5	-2	0	0.1	-0.8	97	2	9	-8

Gathered by group, the entries above containing a Cl atom
Values run as follows: NOD2-RIPK2 inh	Vif imaging	ABHD5 PLIN5 PPI	N-glyco inh	aDG glyco up	MC4R ag barr	ABCB6 inh 2	Granule exo inh	MC4R antag cAMP	TLR9-MyD88 inh
O=C1c2ccccc2C(=O)N1CCCc1nc(-c2ccc(Cl)cc2)no1
  -8	·	8	0	0.4	-0.2	95	-2	-7	2
C/C(CC(=O)Nc1c(Cl)cccc1C(F)(F)F)=N\NC(=O)c1cnccn1
  -18	-11	-5	1	0.0	0.0	95	2	20	-1
Cc1cc(N2CCN(C(c3ccccc3)c3ccc(Cl)cc3)CC2)n2ncnc2n1 (configuration not stated)
  4	6	5	1	-0.1	0.0	101	-7	2	0
COc1ccc(CCN2C(=O)C3C4CC(C5C(C(=O)N/N=C\c6ccc(Cl)cc6)=NOC45)C3C2=O)cc1OC (configuration not stated)
  10	2	-4	4	-0.3	-1.6	97	-1	3	5
O=C(NN=C1CCCCC1)Nc1ccccc1Cl
  -6	5	-6	1	0.0	1.5	95	17	-5	-4
Clc1ccc(CSc2ccc(-c3ccccn3)nn2)cc1
  1	-5	-5	-6	0.5	6.2	98	-1	18	-4
CC1(C(=O)NS(=O)(=O)C2CC2)CCN(C(=O)c2ccc(F)cc2Cl)C1 (configuration not stated)
  -14	-2	1	0	0.1	-0.1	97	-2	-2	·
